SENP7 block = blocks the human protease SENP7; 330,000 compounds, 1.5% hits; recombinant SENP7, Z-RLRGG-aminoluciferin luminescence, 40 min; AID 434973; Q9BQF6; inhibition, % at 5 µM;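 active = inhibition above about 50% at the single test dose, limit read from the data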;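 note: plate controls were DMSO with enzyme for no effect and no enzyme buffer wells for full effect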
Target sequence (Q9BQF6 706-1050 limits assumed): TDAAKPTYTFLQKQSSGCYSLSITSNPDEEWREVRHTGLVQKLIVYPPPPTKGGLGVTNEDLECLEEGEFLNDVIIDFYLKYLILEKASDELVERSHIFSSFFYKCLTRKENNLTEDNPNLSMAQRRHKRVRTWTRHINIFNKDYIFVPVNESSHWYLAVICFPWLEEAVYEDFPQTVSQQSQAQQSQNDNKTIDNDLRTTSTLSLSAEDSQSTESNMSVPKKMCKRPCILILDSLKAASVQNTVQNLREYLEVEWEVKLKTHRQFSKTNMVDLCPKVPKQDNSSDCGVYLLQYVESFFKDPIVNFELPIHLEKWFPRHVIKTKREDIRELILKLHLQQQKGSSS
MPTP inh = inhibitors of mitochondrial permeability transition pore. 360,000 compounds, 1.4% hits. inhibition, % at 10 µM. isolated mouse mitochondria, Ca2+ swelling absorbance, 30 min;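 active = inhibition of 50% or more, scaled per plate between neutral and stimulator controls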;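 note: 0% = DMSO wells given calcium and 100% = 1 mM EGTA wells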
GRIN3A LBD mod = NR3A (human) ligand-binding domain modulation | NR3A LBD differential scanning fluorimetry, Tm shift; 0% = protein alone, 100% = glycine-bound protein | Tm shift relative to glycine control, % at 25 µM | 340,000 compounds, 2.5% hits;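 active = melting temperature shift of at least 10% of the positive control shift, at one fixed dose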
PfGluPho inh = PfG6PD (Plasmodium falciparum) enzyme inhibition | 350,000 compounds, 0.78% hits | inhibition, % at 20 µM | PfGluPho enzyme, NADPH resazurin-diaphorase fluorescence;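 active = inhibition reaching at least a set limit at 20 µM in the primary screen, cut at about 59% in these data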;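 note: 0% = DMSO wells with substrate and 100% = DMSO wells lacking glucose-6-phosphate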
SENP8 inh = SENP8 (human) protease inhibition; AID 602440; recombinant SENP8, Nedd8 substrate fluorescence; inhibition, % at 20 µM; Q96LD8; 360,000 compounds, 0.64% hits; in the data active = inhibition mostly above about 40%, no sharp cut-off; inactive = mostly below about 27%
Target sequence (Q96LD8 whole entry, looked up): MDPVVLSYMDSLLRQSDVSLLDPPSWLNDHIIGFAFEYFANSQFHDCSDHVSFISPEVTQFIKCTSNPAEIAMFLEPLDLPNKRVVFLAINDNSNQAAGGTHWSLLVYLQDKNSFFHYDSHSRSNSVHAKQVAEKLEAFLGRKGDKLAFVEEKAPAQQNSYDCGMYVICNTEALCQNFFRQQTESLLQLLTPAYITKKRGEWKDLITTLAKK
ATG4B inhibitor = inhibitors of human ATG4B cysteine protease; 340,000 compounds, 0.51% hits; ATG4B cleavage of LC3-PLA2, NBD-HPC fluorescence, 1 h; AID 504462; Q9Y4P1; inhibition, % at 8.33 µM; in the data active = inhibition above about 40%
HKDC1 inh = inhibitors of human hexokinase HKDC1; Q2TB90; recombinant HKDC1, G6PDH/diaphorase resazurin coupled fluorescence; 340,000 compounds, 0.16% hits; inhibition, % at 20 µM;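 active = inhibition above about 35% when tested at 20 µM, limit read from the data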;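 note: plate controls were DMSO wells with enzyme for no effect and DMSO wells lacking enzyme for full effect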
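Incubation: 90 min at room temperature in dark / Material: recombinant HKDC1 (HK5) hexokinase enzyme, produced in-house / Quantity: enzyme 5 µg/mL final / Compound: one dose of 20 µM, 1% DMSO / Reagent: glucose and ATP substrates / Buffer or medium: Tris pH 8.0 buffer with MgCl2, Tween-20, BSA, BME / Technique: resorufin fluorescence at 613 nm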
SENP6 inh = blocks the human protease SENP6; Recombinant SENP6 catalytic domain, aminoluciferin luminescence; 330,000 compounds, 1.8% hits; inhibition, % at 10 µM;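 active = inhibition above about 50% at the single tested dose, limit read from the data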;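 note: plate controls were DMSO wells with enzyme for no effect and DMSO wells lacking enzyme for full effect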
Target sequence (Q9GZR1 628-1112 limits assumed): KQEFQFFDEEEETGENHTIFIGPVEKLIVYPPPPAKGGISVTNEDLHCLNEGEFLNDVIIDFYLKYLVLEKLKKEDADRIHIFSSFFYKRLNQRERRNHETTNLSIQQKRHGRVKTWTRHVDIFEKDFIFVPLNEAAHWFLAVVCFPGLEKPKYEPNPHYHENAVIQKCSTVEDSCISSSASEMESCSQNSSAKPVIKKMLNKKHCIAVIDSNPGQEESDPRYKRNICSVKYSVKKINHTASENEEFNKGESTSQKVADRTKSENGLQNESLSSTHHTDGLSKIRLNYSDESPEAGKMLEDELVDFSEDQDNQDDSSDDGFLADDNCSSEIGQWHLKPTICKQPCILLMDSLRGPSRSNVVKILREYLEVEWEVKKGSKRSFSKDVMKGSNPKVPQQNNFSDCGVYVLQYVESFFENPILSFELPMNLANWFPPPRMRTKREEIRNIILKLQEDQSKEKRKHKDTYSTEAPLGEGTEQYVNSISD
* = called active by the depositor.

SMILES	SENP7 block	MPTP inh	GRIN3A LBD mod	PfGluPho inh	SENP8 inh	ATG4B inhibitor	HKDC1 inh	SENP6 inh
O=C(COc1ccc(Oc2ccccc2)cc1)NCc1cn2ccccc2n1	4	2.0	-1	12	-9	-11	0	-5
COc1ccc(CCNC(=O)CCNC(=O)c2ccc(Cl)cc2)cc1OC	6	0.3	1	2	3	-2	-6	0
COc1ccc(NS(=O)(=O)c2cccc(C(=O)NNC(=O)CNC(=O)c3ccc(C)cc3)c2)cc1	0	-3.5	3	-29	6	-4	-2	-3
O=C(NCCO)c1cc([N+](=O)[O-])cc2c1C=Cc1ccccc1O2	-9	1.7	-2	-5	17	3	-1	7
CCc1cc(=O)oc2c(C)c(OC(C)C(=O)NCCCn3ccnc3)ccc12 (stereo unspecified)	-3	-0.8	0	5	-69	2	-6	5
CCOc1cc(/C=C2/N=C(c3ccc(C(C)(C)C)cc3)OC2=O)cc(Cl)c1OS(C)(=O)=O	-6	-1.7	-1	-3	-85	18	7	6
O=C(C1CC1)N1N=C(c2ccccc2)CC1(O)C(F)(F)F (stereo unspecified)	0	4.0	0	2	12	-1	3	-19
C[C@@H]1CN([C@@H](C)CO)C(=O)c2cccc(NS(C)(=O)=O)c2O[C@H]1CN(C)Cc1ccc(Oc2ccccc2)cc1	13	1.3	0	-2	-11	-8	-3	-5
Cc1ccccc1-c1nc(CN2CCC(C(=O)NCCN3CCOCC3)CC2)c(C)o1	2	1.9	-1	4	11	-4	4	-7
O=S(=O)(c1ccccc1F)N1CCN(CCOc2ccccc2)CC1	3	0.1	5	14	0	-2	-1	8
Cn1cc(CNCc2cnc3ccccn23)c(-c2ccc(Oc3ccccc3)cc2)n1	4	31	3	27	-78	-6	-4	-12
O=C(CN1C(=O)S/C(=C\C=C\c2ccccc2)C1=O)Nc1ccc(O)cc1	-1	1.2	15*	-17	-50	5	-11	-26
CCN(CC)Cc1c(NC(=O)c2ccccc2)sc(C)c1C	29	-1.7	1	-10	-20	14	-2	38
CN1CCN(Cc2c(C(=O)N/N=C/c3cccc(Br)c3)nnn2-c2nonc2N)CC1	-13	0.5	2	-2	15	-4	-4	-8
Cc1cc(C)c2oc(C(=O)Nc3ccc(S(=O)(=O)N4CCC(C)CC4)cc3)cc(=O)c2c1	-8	60*	0	-5	-84	-20	-6	4

Single records, from the list above. Values in the order: SENP7 block, MPTP inh, GRIN3A LBD mod, PfGluPho inh, SENP8 inh, ATG4B inhibitor, HKDC1 inh, SENP6 inh
Profile of `COc1ccc(CCNC(=O)CCNC(=O)c2ccc(Cl)cc2)cc1OC` → 6, 0.3, 1, 2, 3, -2, -6, 0
Profile of `O=C(COc1ccc(Oc2ccccc2)cc1)NCc1cn2ccccc2n1` → 4, 2.0, -1, 12, -9, -11, 0, -5
Profile of `O=S(=O)(c1ccccc1F)N1CCN(CCOc2ccccc2)CC1` → 3, 0.1, 5, 14, 0, -2, -1, 8

Next structures follow:
SMILES	SENP7 block	MPTP inh	GRIN3A LBD mod	PfGluPho inh	SENP8 inh	ATG4B inhibitor	HKDC1 inh	SENP6 inh
O=C(CNC(=O)c1ccco1)OCc1cccc(Cl)c1	-3	-1.0	0	-4	11	-2	-4	-2
CCC(C(=O)OCC(=O)Nc1ccc(C(=O)Nc2ccc(OC)cc2)cc1)c1ccccc1 (stereo unspecified)	4	7.1	22*	14	2	-14	15	-11
COC(=O)[C@@H]1C[C@@]2(O)[C@H](O)[C@H](O)[C@H](O)C[C@H]2N1Cc1cccc2ccccc12	-3	-1.2	-3	-1	7	-7	-5	1
CCOC(=O)C1=C(C)N(C)C(=O)NC1c1ccccc1OC (stereo unspecified)	8	-2.6	2	-15	23	-13	-8	-34
Cc1ccc(CC(CC(=O)NCCc2ccc3c(c2)OCO3)C(=O)O)cc1 (stereo unspecified)	1	1.5	1	1	26	-7	-1	7
Clc1ccc(-n2c(SC/C=C/c3ccccc3)nnc2-c2cccnc2)cc1	-7	-1.7	-1	11	6	-4	-6	-4
CNC(=O)C(=O)NCC1OCCCN1S(=O)(=O)c1ccc(F)cc1C (stereo unspecified)	-1	-0.7	-1	-8	0	0	-7	-6
CC(C)Cn1c(N)c(C(=O)CSc2nccn2C)c(=O)n(C)c1=O	-8	-0.8	-3	-13	4	4	0	-19
Cc1nc(C(=O)NNC(=O)Nc2ccc(Cl)cc2)cs1	-13	-1.5	-1	-4	17	-5	1	-14
Cc1sc2nc(C)n(/N=C/c3ccccc3)c(=O)c2c1C	6	-5.1	3	-8	15	-1	-1	-6
O=C(O)c1ccc(-c2cccc(Cl)c2)o1	-8	-0.5	-1	-20	15	5	4	-12
Cc1nc(=O)c(-c2ccccc2)c(C)n1-c1ccccc1Cl	5	1.6	-1	-6	4	-17	-2	6
COc1ccc(S(=O)(=O)Nc2cc3c4c(c2)CC(=O)N4CCC3)cc1	-3	-0.4	1	19	8	-11	0	-2
CCOC(=O)Nc1ccc2c(CNC(C)c3ccccc3OC)cc(=O)oc2c1 (stereo unspecified)	1	2.0	-10	1	-201	-3	6	26
O=C1c2cccnc2Oc2ccc(Cl)cc2N1Cc1ccc(F)cc1	-5	3.0	0	-5	8	15	-8	-9
CCC(C)(C)n1nnnc1C(c1ccccc1OC)N1CCSCC1 (stereo unspecified)	6	1.1	-1	-17	15	-1	-1	-16
Cc1c(C(=O)NC(C)C)c(-c2ccccc2)nn1-c1ccccc1	-1	-0.1	0	-12	20	-3	-1	-3
Cc1cc(SCC(=O)Nc2ccc(O)cc2)n2ncc(-c3ccccc3)c2n1	-8	4.0	27*	14	-12	-13	-2	-4
O=C(Nc1ccc(NC(=O)c2ccco2)c(Cl)c1)c1cccc([N+](=O)[O-])c1	52*	0.9	25*	-8	11	-12	-7	14
O=c1sc2ccccc2c(N2CCCC2)c1[N+](=O)[O-]	5	0.2	-2	-3	13	-7	-1	-40
COC(=O)c1ccc(C(=O)N2CCCC(Nc3ccc(C(C)C)cc3)C2)nc1 (stereo unspecified)	3	1.1	2	-10	11	42*	6	17
COc1ccc(C(CNC(=O)c2c(C)nn(Cc3ccccc3)c2Cl)N2CCOCC2)cc1 (stereo unspecified)	-4	0.2	0	-2	2	5	-1	-23
CC(C)c1nc(SCC(=O)N2CC(=O)Nc3ccccc32)c2ccccc2n1	3	-3.4	-3	32	28	-1	-6	-2
O=[N+]([O-])c1ccc(N2CCCCC2)c(-c2nn[nH]n2)c1	-2	-0.5	0	-14	8	5	-9	5
COc1ccc(S(=O)(=O)Nc2cc(C(=O)NC3CCCCCC3)ccc2N2CCOCC2)cc1	-6	-0.2	-1	5	4	-6	13	4
O=C(NCCc1ccccc1)c1nc2nc(-c3cccs3)cc(C(F)(F)F)n2n1	-5	0.4	1	-10	-327	-7	0	-12
CSc1ccccc1C(=O)NC1CCCN(c2ccc(C(F)(F)F)cn2)C1 (stereo unspecified)	-5	-2.3	-2	26	-15	3	-2	-11
Cc1cc[n+](CC(=O)c2cc3ccccc3oc2=O)cc1	-7	2.4	-4	17	-85	-4	1	-12
Cc1ccc(/C=N/NC(=O)CNC(=O)c2ccc(S(=O)(=O)N(C)C)cc2)cc1	2	2.0	-4	-1	22	-3	-11	4
COc1ccc2nc(NCc3cccnc3)sc2c1	-1	1.6	-2	17	14	3	-4	22

Reprinted from the part before: 2 compounds; new compounds follow.
SMILES	SENP7 block	MPTP inh	GRIN3A LBD mod	PfGluPho inh	SENP8 inh	ATG4B inhibitor	HKDC1 inh	SENP6 inh
Cc1ccc(/C=N/NC(=O)CNC(=O)c2ccc(S(=O)(=O)N(C)C)cc2)cc1	2	2.0	-4	-1	22	-3	-11	4
COc1ccc2nc(NCc3cccnc3)sc2c1	-1	1.6	-2	17	14	3	-4	22
CCOc1ccc(CC2c3cc(OCC)c(OCC)cc3CCN2C(=O)CN2CCN(C)CC2)cc1OCC (stereo unspecified)	-4	-0.3	-2	3	19	4	-2	-4
O=C(CCc1ccccc1)NN1C(=O)C2C3C=CC(C3)C2C1=O (stereo unspecified)	1	-1.3	-1	-5	23	7	-10	-19
CCCCc1[nH]nc2c1C1(C(=O)N(CC)c3ccccc31)C(C#N)=C(N)O2 (stereo unspecified)	-1	-1.1	0	-17	-4	1	-6	-20
COc1cc(C(=O)NCC2CCCO2)cc(Br)c1OCc1ccccc1 (stereo unspecified)	2	-1.5	0	18	16	-1	1	-16
O=C(O)c1cc2n(n1)C(C(F)(F)F)CC(c1ccccc1)N2 (stereo unspecified)	-4	-1.7	0	-11	9	3	1	-22
NN=C(c1cccc([N+](=O)[O-])c1)c1cccc([N+](=O)[O-])c1	13	1.9	0	8	13	-11	-3	-13
COc1ccc(N=C2S/C(=C\c3cccs3)C(=O)N2CC(C)C)cc1	0	-1.7	4	-17	33	-10	-5	-13
CC1(C)CC(=O)C=C(c2cccnc2)C1	11	-1.3	-1	1	22	2	-8	0
O=C(N1CCN(c2ccccc2)CC1)C(F)(F)C(F)F	5	-0.1	-1	0	18	-5	-7	-7
Fc1cccc(F)c1-c1nc2c(s1)CCc1onc(-c3ccc(Br)cc3)c1-2	1	-0.3	-1	18	-35	-10	2	4
COc1cccc(-n2c(SCC(N)=O)nnc2-c2c[nH]c3ccccc23)c1	5	-1.2	-1	34	7	-4	4	2
CNC(=S)/N=C(/Nc1ccccc1)c1ccccc1	5	0.3	0	43	12	-21	-7	12
CC(=O)Nc1c(C#N)c(C(C)(C)C)cn1C	-10	0.5	-8	-4	2	1	-10	-7
COc1cccc(C(=O)NC2CC3CCCC(C2)N3CC(=O)Nc2ccc(N(C)C)cc2)c1 (stereo unspecified)	7	-0.1	-2	6	23	-27	-2	12
CC(=O)c1cc2c(cc1NC(=O)Cn1nc(-c3ccc(C)cc3)ccc1=O)OCO2	1	-2.1	-1	6	-276	1	-1	-5

Taken from above:
SENP6 inh, COc1cc(C(=O)NCC2CCCO2)cc(Br)c1OCc1ccccc1 (stereo unspecified) stands at -16
ATG4B inhibitor, Fc1cccc(F)c1-c1nc2c(s1)CCc1onc(-c3ccc(Br)cc3)c1-2 stands at -10
SENP8 inh, O=C(O)c1cc2n(n1)C(C(F)(F)F)CC(c1ccccc1)N2 (stereo unspecified) stands at 9
SENP6 inh, CCCCc1[nH]nc2c1C1(C(=O)N(CC)c3ccccc31)C(C#N)=C(N)O2 (stereo unspecified) stands at -20

The listing continues:
SMILES	SENP7 block	MPTP inh	GRIN3A LBD mod	PfGluPho inh	SENP8 inh	ATG4B inhibitor	HKDC1 inh	SENP6 inh
COc1ccc(CCNC(=O)c2ccc3c(c2)NC(=O)C(C(C)C)N3)cc1OC (stereo unspecified)	5	2.2	-6	2	-4	-6	-3	15
CC(C)c1ccc(NC(=O)CCNS(=O)(=O)c2ccc3[nH]c(=O)oc3c2)cc1	9	-0.2	-3	-14	14	-2	-6	-8
COc1ccccc1-c1cnn2c(N3CCOCC3)cc(C)nc12	-5	0.2	-1	8	-50	-5	-5	-12
CCCc1cc(=O)[nH]c(SCC(=O)c2ccc3c(c2)NC(=O)CO3)n1	6	0.4	-2	-5	8	6	-9	98*
Cc1cc(C)n(C(=O)c2ccc(C)c(F)c2F)n1	2	-0.2	1	7	5	-9	-10	6
CC1(C)CC(=O)C=C(NCc2ccncc2)C1	3	-1.3	5	-9	-6	-3	-4	12
CC1CCc2cc(F)ccc2N1C(=O)CSc1nnc2c3ccccc3n(C)c2n1 (stereo unspecified)	1	1.1	-21	-8	-3	1	-7	3
O=S(=O)(Nc1ccccc1O)c1ccc(-c2ccccc2)cc1	2	84*	8	-24	19	-11	0	-14
O=S(=O)(c1cccc2cccnc12)N1CCc2ccccc21	-2	-5.5	-1	50	12	-5	-1	-27
Cc1cc([N+](=O)[O-])nn1CCCC(=O)NC(C)c1ccccc1 (stereo unspecified)	-5	-1.2	0	-9	14	4	-1	-10
CC1(NC(=O)CC(c2ccccc2)(c2ccccc2)c2ccccc2)CCN(Cc2ccc(-c3ccccc3)cc2)C1=O (stereo unspecified)	-12	-0.5	3	12	-2	-16	-9	-9
COc1ccc(N2CC(C(=O)N[C@@H](C)C(=O)N[C@H](CO)c3ccccc3)CC2=O)cc1 (stereo partly specified)	1	-0.5	-2	4	53*	-8	-8	-9
COc1ccc(C2=NOC(C(=O)NC(C)C)C2)cc1 (stereo unspecified)	-14	-2.1	0	-5	8	-8	-9	-13

From PubChem
